Rv3671c protease – Rv3671c (M. tuberculosis) protease inhibition; P9WHR9; inhibition, % at 5.96 µM; 0.048% of 320,000 active; AID 2606; in the data active = inhibition above about 38%;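 note: extracellular domain of Rv3671c used as enzyme; 0% = enzyme with DMSO and 100% = no enzyme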
Target sequence (P9WHR9 whole entry, looked up, the tested form may be a part): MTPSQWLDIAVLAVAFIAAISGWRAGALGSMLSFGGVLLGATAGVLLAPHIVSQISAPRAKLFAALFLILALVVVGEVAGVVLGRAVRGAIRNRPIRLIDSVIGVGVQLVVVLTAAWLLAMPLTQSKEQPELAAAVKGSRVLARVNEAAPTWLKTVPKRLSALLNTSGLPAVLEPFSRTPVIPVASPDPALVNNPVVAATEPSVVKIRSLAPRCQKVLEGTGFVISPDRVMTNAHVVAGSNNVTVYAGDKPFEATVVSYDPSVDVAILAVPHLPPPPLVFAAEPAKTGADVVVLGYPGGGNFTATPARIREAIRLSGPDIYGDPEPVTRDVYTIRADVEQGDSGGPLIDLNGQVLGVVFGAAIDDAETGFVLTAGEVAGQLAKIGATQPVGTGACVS
SARS 3CLpro inh – SARS-CoV 3CLpro protease inhibition; recombinant SARS-CoV 3CLpro, quenched FRET peptide cleavage; inhibition, % at 6 µM; 0.14% of 290,000 active; in the data active = inhibition above about 12%
BoNT-A LC inh2 – inhibitors of Botulinum neurotoxin A light chain protease | 0.17% of 360,000 active | inhibition, % at 10 µM | multiplex microsphere protease substrate cleavage, flow cytometry; note: plate controls were buffer without enzyme for full effect and enzyme alone for no effect
BoNT F protease – blocks Botulinum neurotoxin F light chain protease | AID 588497 | 0.22% of 360,000 active | Multiplex microsphere protease cleavage assay, flow cytometry | inhibition, % at 10 µM; in the data active = inhibition above about 35%, passing the limit was not always enough; inconclusive = no clear call, values can overlap the other calls; note: plate controls were buffer without enzyme for full effect and enzyme alone for no effect
CCHF vOTU inh – blocks the CCHF virus ovarian tumor domain protease; inhibition, % at 11.5 µM; CCHFV vOTU protease, Pep-AMC fluorescence; 0.55% of 370,000 active; in the data active = inhibition above about 30%; note: 0% = vehicle wells with enzyme and 100% = no enzyme wells
PriA SSB inh – blocks PriA binding to SSB C-terminal tail; AlphaScreen SSBct-PriA binding, biotinylated peptide; inhibition, % at 33 µM; 0.6% of 430,000 active; in the data active = inhibition mostly above about 37%, no sharp cut-off; inactive = mostly below about 20%;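 note: plate controls were negative control peptide for no effect and reference peptide for full effect; strong numbers were not always called active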
Anthrax LF inh2 – inhibitors of Bacillus anthracis lethal factor protease | P15917 | 0.12% of 360,000 active | inhibition, % at 10 µM | multiplex microsphere protease cleavage assay, LF; note: plate controls were buffer without enzyme for full effect and enzyme alone for no effect
PrPC surface inh – cell surface PrPC inhibition, primary TR-FRET screen. P04156. TR-FRET read-out. inhibition, % at 13.8 µM. 0.43% of 370,000 active. AID 720596; in the data active = inhibition above about 24%; note: 0% = median of the test wells and 100% = reference compound wells
VHR inh abs – DUSP3 (human) phosphatase inhibition. recombinant VHR phosphatase, pNPP absorbance. inhibition, % at 13.3 µM. 0.52% of 290,000 active. AID 1654; in the data active = inhibition above about 50%; note: some compounds called inactive have numbers as strong as hits
Target sequence (P51452 whole entry, looked up): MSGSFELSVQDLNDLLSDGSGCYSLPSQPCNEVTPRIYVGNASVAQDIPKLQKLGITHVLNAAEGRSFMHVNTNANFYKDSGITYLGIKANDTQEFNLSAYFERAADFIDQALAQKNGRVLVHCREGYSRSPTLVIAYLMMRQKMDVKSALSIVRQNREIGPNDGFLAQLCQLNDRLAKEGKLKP
MazEF act – increases E. coli MazEF RNase cleavage of RNA | activation, % at 20 µM | FAM/BHQ RNA-DNA oligo cleavage fluorescence, 5 h | AID 504720 | 0.32% of 350,000 active | P0AE70; in the data active = activation above about 50%
Target sequence (P0AE70 whole entry, looked up): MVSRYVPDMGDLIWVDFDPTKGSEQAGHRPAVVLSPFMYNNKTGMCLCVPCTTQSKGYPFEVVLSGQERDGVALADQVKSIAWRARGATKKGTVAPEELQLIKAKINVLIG
An asterisk follows results filed as active; ? = inconclusive; . = no result given; & = joins results of further samples. Cut-off read from the data, not from the text of the source, unless noted: active = inhibition above about 30%; inconclusive = no clear call, values can overlap the other calls; inactive = below that. This is a subset; the hit share may differ from the screen's.

SMILES	Rv3671c protease	SARS 3CLpro inh	BoNT-A LC inh2	BoNT F protease	CCHF vOTU inh	PriA SSB inh	Anthrax LF inh2	PrPC surface inh	VHR inh abs	MazEF act
CCOc1ccc(NC(=O)CN(C)C(=O)C2CSC3(C)CCC(=O)N23)cc1OCC (centres undefined)	-6	.	1.4	1	-6	-3	6	-3	.	9
Cc1cc(C)c(NC(=O)CNC(=O)CSc2nnc(N)s2)c(C)c1	6	.	0.3	6	1	-1	-6	2	.	2
Cc1cc2cc(C)c(NCCNC(=O)c3cccc(F)c3)nc2cc1C	6	-2	-0.3	-5	0	-2	-1	6	19	1
COc1ccc2oc3cc(C)[n+]([O-])c(-c4ccc(Br)cc4)c3c2c1	5	-3	0.4	0	-26	-7	-2	-1	15	6
CC1(C)CC(=O)N(CC(=O)O)c2ccccc2S1(=O)=O	7	1	-1.4	-5	-2	-19	-3	8	-8	8
CSc1oc(-c2ccco2)nc1S(=O)(=O)c1ccccc1	5	3	-0.2	-17	2	1	0	10	38	6
O=C(C[C@H]1C/C=C\C[C@H](Cc2ccc(F)cc2)C(=O)OCCNC1=O)NCCO	-4	.	-0.1	-5	1	-3	-1	0	.	-1
Cc1ccc2nc(SCC(=O)O)nc(C)c2c1	6	-2	3.4	40*	-1	8	7	10	8	6
CNc1ccccc1C(=O)OCC(=O)N1CCN(c2ccc(OC)cc2)CC1	-2	-5	-0.7	1	-62	14	2	-7	9	-11
Cc1cc(C)n(-c2nc(NCCCN(C)C)c3c4c(sc3n2)CCCC4)n1	3	-3	.	.	4	1	.	-8	13	32
CCOC(=O)N1CCN(CC(O)COCc2cc(OC)c(OC)c(OC)c2)CC1 (centres undefined)	0	3	0.9	8	-11	-5&4	0	-6	5	2
CCN(CC(=O)Nc1ccc(NC(C)=O)cc1)C(=O)c1ccc(C(=O)c2ccccc2)cc1	0	.	-0.2	-5	3	-2	-12	3	.	2
C#CCOCCOCCOCCNc1nc(N2CCN(C(=O)[C@H](CCCCN)n3cc(CCCC)nn3)CC2)nc(N2CCN(C(=O)[C@H](CCCCN)n3cc(CCC(=O)O)nn3)CC2)n1	-3	.	0.0	-11	-9	-10	-3	-5	.	12
CCOC(=O)c1cc(-c2ccc3c(c2)OCO3)nc2onc(C)c12	-7	-6	2.8	-6	-13	-44	0	-5	-2	9
O=S(=O)(Cc1ccccc1)N1CCN(c2ncccn2)CC1	5	-10	1.5	9	5	-10	-1	2	24	4
COc1ccc(N/C=C\C(=O)c2ccc3c(c2)OCO3)cc1	0	-3	0.3	-2	4	-8	-2	0	34	-1
COc1ccc(/C(C)=N/Nc2nncc3ccccc23)cc1	15	0	-1.4	-26	9	.	-14	-6	5	8
O=C(NC1CCCCC1)C1c2ccccc2OCC(=O)N1C1CC1 (centres undefined)	.	.	0.6	3	-6	.	-4	-12	.	.
O=C(c1cc(-c2ccccc2)nc2ccccc12)N1CCOCC1	0	4	-0.2	-10	15	1	-2	8	-2	-2
O=C(Nc1ccccc1C(=O)NC1CCCC1)NC1CCCC1	7	-1	1.5	-3	7	0	-11	2	4	0
O=C(O)C(Cc1cccs1)c1cccs1 (centres undefined)	.	.	-1.3	-2	-10	-7	10	6	.	-8
COc1ccc(-c2[nH]ncc2CNC(C)Cc2cccc(C)n2)cc1F (centres undefined)	0	2	0.5	-2	-7	-8	-12	-3	22	11
CNC(=S)N(Cc1ccc2c(c1)OCO2)C1CC(=O)N(c2ccc(F)cc2)C1=O (centres undefined)	-8	-7	-0.6	-4	1	-1	-4	0	-28	1
O=C(CNC(=S)N(Cc1ccccc1)Cc1cccnc1)NC1CC1	-15	1	-1.0	-22	-13	6	1	5	-2	2
Fc1cccc(Cl)c1/C=C/c1cnc2ccccc2n1	2	0	5.5	-16	0	-28	-6	-7	22	-6
Continuation:
SMILES	Rv3671c protease	SARS 3CLpro inh	BoNT-A LC inh2	BoNT F protease	CCHF vOTU inh	PriA SSB inh	Anthrax LF inh2	PrPC surface inh	VHR inh abs	MazEF act
COc1cccc(-c2cc3onc(-c4ccccc4)c3c(=O)n2C)c1	3	.	-0.2	-5	8	0	0	5	.	7
COc1ccc(S(=O)(=O)N2CCCOC2CNC(=O)C(=O)NCCCN2CCOCC2)cc1C (centres undefined)	-7	3	-3.2	-3	-9	-9	2	6	30	0
Cn1cccc1C(=O)NC(=O)COC(=O)c1cc(S(=O)(=O)N2CCCCC2)ccc1Cl	-3	6	-1.0	-5	7	-6	3	-2	4	-36
CCC1(CC(C)C)SC(N)=NC1=O (centres undefined)	.	.	0.1	-4	0	.	2	8	.	3
O=C(Nc1sc2c(c1C(=O)O)CCCC2)c1ccc(Cl)cc1	7	5	1.0	9	6	-1	16	-4	-4	2
CCNC1=C(Cl)C(=O)c2ccccc2C1=O	-2	1	-0.3	-3	53*	21	-4	-54	-2	3
CN(Cc1ccccc1)C(=O)CN1C(=O)c2ccccc2S1(=O)=O	2	1	-1.1	1	-12	4	0	-3	3	9
Cc1ccc(S(=O)(=O)N2c3ccccc3NC(=O)CC2C)cc1 (centres undefined)	0	4	0.8	5	-2	-2	0	-2	5	3
CC(C)=CC(=O)N1CCC(Oc2cccc(C(=O)NCc3ccccn3)c2)CC1	.	.	-0.1	2	-2	.	-1	-10	.	5
Cc1ccc(S(=O)(=O)N/N=C/c2cc(Br)c(C)o2)cc1	0	-4	-0.8	-9	21	.	-1	-2	10	-10
CCOc1ccc(NC(=S)Nc2ccc(F)cc2)cc1	-1	-5	2.6	?	-19	-1	-9	5	18	6
O=C1c2ccccc2C(=O)N1CC#CCN1CCN(C(c2ccccc2)c2ccccc2)CC1	-2	0	-0.2	9	8	4&18&34	-6	1	10	-15
COC(=O)c1cccc(NC(=O)CSc2nnc(COc3ccc(C#N)cc3)n2-c2ccccc2)c1	-6	2	-0.6	-4	15	-12	3	-3	1	4
O=C(O)CCCC(=O)Nc1c(F)c(F)c(F)c(F)c1F	5	4	-0.3	-5	-14	-22	0	6	-10	2
COc1cc2nc(N(CCCN(C)C)C(=O)c3ccc(S(=O)(=O)N(C)C4CCCCC4)cc3)sc2cc1OC	9	.	-0.9	16	6	17	-2	-1	.	22
Cc1cc(OCC(=O)OCC(=O)NCC2CCCO2)ccc1Cl (centres undefined)	-8	.	2.1	0	-1	-7	-6	-7	.	-2
O=S(=O)(c1ccc(NC(=S)NCc2cccnc2)cc1)N1CCCCC1	4	-5	0.7	?	-15	-8	9	4	40	6
Cc1ccc(C)c(CN2CCC(n3nccc3NC(=O)C3CCCC3)CC2)c1	-4	0	2.4	5	-1	-10	-1	-11	24	3
Cc1ccc(C(=O)NCc2nc3ccccc3[nH]2)o1	2	-1	0.9	2	3	-1	-1	5	32	5
O=C(NC(Nc1ncc(S(=O)(=O)c2ccc([N+](=O)[O-])cc2)s1)(C(F)(F)F)C(F)(F)F)c1ccc(Cl)cc1	-3	-5	0.4	2	2	8	-4	-22	15	9
CN(C)c1ccc(/C=C2\SC(=O)N(CCc3nnc(N)s3)C2=O)cc1	-14	-5	0.0	1	3	-4	-4	-11	38	-94
c1ccc(N2[C@@H]3CC[C@H]2c2ccccc2C3)cc1	.	.	-0.7	-12	24	.	-7	9	.	0
ON(CCc1ccccn1)Cc1ccccc1	.	.	0.2	0	-8	-8	2	4	.	-1
NC(=O)C1CCCN(C(=O)c2[nH]c(C(F)(F)F)nc2-c2ccccc2)C1 (centres undefined)	.	.	-0.6	7	-7	.	0	-1	.	.
CC(Sc1ccc2c(c1)OCCO2)C(=O)Nc1ccc(N2CCOCC2)cc1 (centres undefined)	1	-4	-0.1	-3	14	-2	0	9	11	2

The final five compounds of the part before lead into the next:
SMILES	Rv3671c protease	SARS 3CLpro inh	BoNT-A LC inh2	BoNT F protease	CCHF vOTU inh	PriA SSB inh	Anthrax LF inh2	PrPC surface inh	VHR inh abs	MazEF act
CN(C)c1ccc(/C=C2\SC(=O)N(CCc3nnc(N)s3)C2=O)cc1	-14	-5	0.0	1	3	-4	-4	-11	38	-94
c1ccc(N2[C@@H]3CC[C@H]2c2ccccc2C3)cc1	.	.	-0.7	-12	24	.	-7	9	.	0
ON(CCc1ccccn1)Cc1ccccc1	.	.	0.2	0	-8	-8	2	4	.	-1
NC(=O)C1CCCN(C(=O)c2[nH]c(C(F)(F)F)nc2-c2ccccc2)C1 (centres undefined)	.	.	-0.6	7	-7	.	0	-1	.	.
CC(Sc1ccc2c(c1)OCCO2)C(=O)Nc1ccc(N2CCOCC2)cc1 (centres undefined)	1	-4	-0.1	-3	14	-2	0	9	11	2
O=C(NC(=S)NCCN1CCOCC1)c1ccc(F)cc1	2	2	0.3	2	-2	-12	-1	-1	-4	-11
Cc1ccc2cccc(OC(=O)c3c(F)cccc3Cl)c2n1	.	.	0.4	9	24	.	-3	4	.	.
NC(=O)CSc1nnc(COc2ccccc2)n1CCc1ccccc1	0	-2	0.0	-4	-2	-18	-2	-4	15	1
CCNC(=S)N(CCc1c(C)[nH]c2ccccc12)Cc1cc(OC)c(OC)c(OC)c1	6	-1	-0.9	0	6	15	-14	-3	4	8
COc1ccc(NC(=O)CN(C)C(=O)c2ccc3c(c2)S(=O)(=O)N=C2CCCCCN23)cc1	5	1	2.1	0	-5	-12	-2	-4	10	-1
COc1ccc(S(=O)(=O)NC(CC(=O)NCCc2ccc(OC)c(OC)c2)C(C)C)cc1 (centres undefined)	-1	-5	-1.6	2	0	0	5	-2	32	-4
COCCNC(=O)C(=O)Nc1ccc2c(c1)N(S(=O)(=O)c1cccs1)CCC2	-3	.	-2.3	-4	-6	-1	3	14	.	-1
Cc1cc(C)n(-c2ccc(C(=O)N3CCC(CO)(Cc4ccccc4)CC3)cc2)n1	1	-7	-0.9	-2	11	0	2	5	26	8
CCOC(=O)N1CCN(c2c(NCc3ccc(N(C)C)cc3)c(=O)c2=O)CC1	-2	-3	-0.4	-7	-1	10	-13	-3	23	4
COc1ccc2c(COC(=O)c3ccc(C)c(S(=O)(=O)N4CCOCC4)c3)cc(=O)oc2c1	.	.	-3.4	-6	-6	-8	-6	6	.	-6
Cc1ccc(-c2cc(C(F)F)n3ncc(C(=O)Nc4ccc(S(=O)(=O)Nc5ccccc5C)cc4)c3n2)cc1	-10	5	0.6	4	0	-8	3	-4	13	5
O=C(NNC(=O)c1ccccc1-n1cccc1)c1ccc(Cl)c(Cl)c1	-4	5	1.5	?	2	-8	-7	3	20	-3
NNC(=O)c1nc(-c2ccccc2)n2c1CCCCC2	-23	0	?	-1	-22	-13	1	-4	16	-3
CC(C)(C)c1cc(C(=O)N/N=C/c2ccco2)n[nH]1	4	-2	1.1	13	9	.	1	-1	-6	-2
O=C(NC1CC2CCCC(C1)N2)c1ccccc1 (centres undefined)	2	4	4.6	?	17	6	-11	-2	118	8
COc1ccc(OCC(=O)N2CCN(c3cccc(C(F)(F)F)c3)CC2)cc1	-2	2	0.7	-3	-4	-6	3	-4	-21	-4
Cc1ccccc1NC(=O)Cn1nnc(S(=O)(=O)c2ccc(C(C)(C)C)cc2)c1N	-40	0	-1.8	-10	6	1	-6	3	-7	-41
CC1(C)CC(=O)C2=C(C1)N(CC1CCCO1)C(=O)C2(O)C(F)(F)F (centres undefined)	-5	0	0.1	-9	-8	-11	-3	-6	19	2
O=C(C1CCCN(Cc2ccccc2)C1)N1CCCCC1 (centres undefined)	-1	5	0.2	4	11	-12	0	2	12	4
N#Cc1ccc(OCC(=O)NCCc2ccccn2)cc1	2	-4	1.9	3	8	-14	-7	-10	-21	16
CC(=O)NCCNc1nc(NCC2CC2)nc2cc(-c3ccccc3)sc12	.	.	1.2	-1	-6	.	5	-5	.	.
O=Cc1ccccc1-c1cn(CCCOCc2ccccc2)nn1	5	2	-0.1	-7	5	-21	1	0	20	2
CC(C)(C)c1cccc(Oc2nn[nH]n2)c1	1	-2	-0.9	-4	2	-9	-5	3	14	2
CC(C)c1ccc(C2N3CC4([N+](=O)[O-])CN2CC([N+](=O)[O-])(C3)C4(C)C)cc1 (centres undefined)	8	2	0.2	1	0	-2	-3	9	3	4
